TrxR1 inh – blocks rat thioredoxin reductase 1 | 1% of 390,000 active | O89049 | Potency, µM (top dose mostly 114 µM), for inactives: top-dose activity change, negative = inhibition, usual class: inhibitors | recombinant rTrxR1, NADPH fluorescence consumption, selenite substrate; also: potency is read from the fitted curve at half-maximal effect; % is scaled to controls: 0 for no effect and ±100 for the full control effect; nearly all actives have a fitted effect of over 65% in size
Target sequence (O89049 whole entry, looked up): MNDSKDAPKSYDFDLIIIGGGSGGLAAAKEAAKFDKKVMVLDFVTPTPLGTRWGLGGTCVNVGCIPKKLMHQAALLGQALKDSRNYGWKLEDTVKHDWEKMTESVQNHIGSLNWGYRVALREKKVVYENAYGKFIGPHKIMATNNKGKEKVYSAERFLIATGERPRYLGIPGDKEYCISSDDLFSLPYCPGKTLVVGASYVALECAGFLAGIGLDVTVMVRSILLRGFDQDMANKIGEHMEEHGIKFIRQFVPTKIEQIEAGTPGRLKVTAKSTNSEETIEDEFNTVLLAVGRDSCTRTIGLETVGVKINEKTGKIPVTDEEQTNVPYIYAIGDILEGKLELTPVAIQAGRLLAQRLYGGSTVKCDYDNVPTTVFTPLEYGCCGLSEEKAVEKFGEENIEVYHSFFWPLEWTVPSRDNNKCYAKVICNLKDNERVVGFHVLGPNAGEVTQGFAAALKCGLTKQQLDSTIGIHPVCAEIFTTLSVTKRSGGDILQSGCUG
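Rat TrxR1 (90 nM in the dispensed reagent) was pre-reduced with 400 uM NADPH for 5 min at room temperature, then incubated with compound for 15 min. After 400 uM selenite was added, NADPH fluorescence (Ex 340/Em 450 nm) was followed for 8 min.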
TRHR ag – TRH receptor (human) agonism; AID 493084; activation, % at 2 µM; TRHR cells, calcium flux fluo-8, FDSS agonist mode; 0.18% of 360,000 active; in the data active = activation above about 30%; also: 0% is about no effect
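Agonist-mode FDSS calcium read (Ex 480/Em 530, 1 s cycles) in 1536-well TRHR cells with fluo-8 dye, after 10-cycle baseline and 23 nL compound addition; TRH at EC20 (10 nM final) added afterwards for the enhancer phase.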
USP1-UAF1 inh – inhibitors of human USP1/UAF1 deubiquitinase. O94782. recombinant USP1/UAF1, Ub-Rhodamine cleavage fluorescence. Potency, µM (doses to about 57.1 µM), for inactives: at the top dose activity change, negative = inhibition, usual class: inhibitors. 0.23% of 390,000 active; also: potency is read from the fitted curve at half-maximal effect; % is scaled to controls: 0 for no effect and ±100 for the full control effect; nearly all actives have a fitted effect of over 60% in size; inactives centre near -12
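USP1/UAF1 complex at 1 nM was preincubated with compound for 15 min at room temperature, then Ub-Rho substrate (150nM final) was added. Fluorescence (480/540 nm) was read kinetically, 6 reads every 60 seconds.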
D2 antagonist – D2 dopamine receptor (human) antagonism; P14416; HEK293 TREx D2 cells, calcium flux, dopamine EC80; inhibition, % at 10 µM; 2% of 340,000 active; in the data active = inhibition above about 30%; also: 0% is about no effect
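Antagonism is scored as inhibition of an EC80 dopamine-evoked calcium signal in a force-coupled, tetracycline-inducible HEK293 T-REx D2 line, with compound present 180 s before agonist.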
mIDH1 inhibitor – inhibitors of human mutant IDH1 R132H | AID 602179 | Potency, µM (highest dose often 76.6 µM), for the others: top-dose activity change, negative = inhibition, actives largely listed as inhibitors | O75874 | 0.093% of 390,000 active | IDH1-R132H enzyme, NADPH consumption, diaphorase/resazurin fluorescence; also: potency is read from the fitted curve at half-maximal effect; % is scaled to controls: 0 for no effect and ±100 for the full control effect; nearly all actives have a fitted effect of over 65% in size
Target sequence (O75874 whole entry R132H, stated change not applied): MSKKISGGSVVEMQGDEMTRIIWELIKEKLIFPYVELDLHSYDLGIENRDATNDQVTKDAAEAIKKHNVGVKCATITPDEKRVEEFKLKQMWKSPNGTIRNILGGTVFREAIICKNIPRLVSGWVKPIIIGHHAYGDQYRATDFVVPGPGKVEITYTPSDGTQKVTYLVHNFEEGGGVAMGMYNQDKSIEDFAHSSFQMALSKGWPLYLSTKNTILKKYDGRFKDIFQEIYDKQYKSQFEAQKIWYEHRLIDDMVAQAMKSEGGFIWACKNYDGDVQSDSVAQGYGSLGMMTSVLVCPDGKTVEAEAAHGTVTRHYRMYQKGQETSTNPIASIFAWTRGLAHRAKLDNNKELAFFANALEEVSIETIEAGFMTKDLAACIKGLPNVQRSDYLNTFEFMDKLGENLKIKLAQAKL
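IDH1-R132H (0.5 ug/mL) preincubated 30 min with compound, then NADPH (0.016 mM) and alpha-KG (2 mM) added; 80 min at RT, pH 7.5. Remaining NADPH coupled via diaphorase/resazurin to fluorescence (540/590 nm); concentration-response curves normalized to no-enzyme control.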
TrxR1 substrate – substrates of rat thioredoxin reductase 1; O89049; purified TrxR1 substrate turnover, NADPH consumption readout; Potency, µM (series often up to 114 µM), without a hit: top-dose activity change, negative = substrate turnover; 0.01% of 390,000 active; AID 588456; also: potency is read from the fitted curve at half-maximal effect; % is scaled to controls: 0 for no effect and ±100 for the full control effect; nearly all actives have a fitted effect of over 50% in size
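Rat TrxR1, dispensed at 90 nM, was prereduced with 400 uM NADPH (final) for 5 min at ~22 deg C, then incubated with compound 15 min before 400 uM selenite. A first-read NADPH fluorescence drop versus no-compound background flagged substrates.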
PI4K2A block – PI4K2A (human) kinase inhibition; Q9BTU6; purified PI4K2A, ADP-Glo luminescence, 1 h; active compounds read low; activity change, negative = inhibition, % at 76.9 µM; 0.13% of 420,000 active; in the data active = activity change below about -50%; inconclusive = mostly about -30% to -49%;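 also: -100% = wells without enzyme as full effect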
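Compounds are screened against recombinant PI4K2A using PI as substrate and ATP, the latter dispensed at 300 microM. Reactions run one hour at ambient temperature before ADP-Glo detection; full inhibition defined by wells lacking enzyme.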
D2 ag – agonists of human D2 dopamine receptor. P14416. HEK293 T-REx D2 cells, calcium flux agonist mode. activation, % at 2 µM. 0.53% of 340,000 active. AID 485358;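 active = activation over 3 SD above normal in the single-dose calcium agonist read, cut at about 30% in these data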; also: 0% is about no effect
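HEK293 Trex D2 cells, tetracycline-induced, o/n 30 C 5% CO2; no-wash Ca dye, RT 30–90 min; 10-cycle baseline, 23 nl cpd added, kinetic Ca read 180 s; agonist hits = positive Ca response.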
TRHR PAM – TRH receptor (human) allosteric enhancement; P34981; TRHR cells, fluo-8 calcium fluorescence, EC20 TRH enhancement; enhancement, % at 2 µM; 0.66% of 360,000 active; in the data active = enhancement above about 30%; also: 0% is about no effect
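Enhancer read-out: after compound pinning and an initial kinetic agonist-mode read, an EC20 of TRH (10 nM final) was injected and fluo-8 calcium signal (Ex 480/Em 530) followed at 1 s/cycle for 100 cycles in TRHR-expressing cells.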
Active calls of the source: *; u = inconclusive; x = not tested or not shown; [ ] = remark or other dose. Unless noted, calls follow the shape of the dose curve; as a rule, active = well fitted inhibition curve with a large enough effect; inconclusive = small, poorly fitted or top-dose-only effect; inactive = no such curve, though single readings can be large or run the other way.

Sample of the layout, 3 compounds:
Under each structure – TrxR1 inh, TRHR ag, USP1-UAF1 inh, D2 antagonist, mIDH1 inhibitor, TrxR1 substrate, PI4K2A block, D2 ag, TRHR PAM
- CSc1cccc(NC(=O)CN2C(=O)COc3ccc(S(=O)(=O)N4CCC(C)CC4)cc32)c1
  3%, 0.6, -12%, x, -16%, -11%, -2, 0.2, -7
- Cc1ccccc1-c1cccc([C@@H]2C[C@H]3[C@H](CON3C)CN2Cc2cc(Cl)cc(Cl)c2)c1
  14%, x, -31%, x, -1%[38.3 µM], -1%, -2, x, x
- CCOC(=O)c1c(-c2ccc(C)cc2)csc1NC(=O)c1cc(=O)c2cc(C)cc(C)c2o1
  17%, -0.5, -27%, x, 13%, 3%, 1, -1.3, 1

Results, previewed entries included:
Under each structure – TrxR1 inh, TRHR ag, USP1-UAF1 inh, D2 antagonist, mIDH1 inhibitor, TrxR1 substrate, PI4K2A block, D2 ag, TRHR PAM
- CSc1cccc(NC(=O)CN2C(=O)COc3ccc(S(=O)(=O)N4CCC(C)CC4)cc32)c1
  3%, 0.6, -12%, x, -16%, -11%, -2, 0.2, -7
- Cc1ccccc1-c1cccc([C@@H]2C[C@H]3[C@H](CON3C)CN2Cc2cc(Cl)cc(Cl)c2)c1
  14%, x, -31%, x, -1%[38.3 µM], -1%, -2, x, x
- CCOC(=O)c1c(-c2ccc(C)cc2)csc1NC(=O)c1cc(=O)c2cc(C)cc(C)c2o1
  17%, -0.5, -27%, x, 13%, 3%, 1, -1.3, 1
- CCOc1ccc(NC(=O)NC2CCCCCCC2)cc1
  18%, 0.3, -26%, 3, 8%, -1%, -2, -0.9, -3
- O=C(CCl)N1c2ccccc2Oc2ccc3ccccc3c21
  2.5µM*, x, 22µM*, x, 25%, 8%, -6, x, x
- CCOc1ccccc1N(C(=O)Nc1ccc(Cl)cc1)C1=NC(C)CS1 (stereo not given)
  18%, -0.1, -20%, 8, 5%, 1%, 1, 0.1, -10
- CCC(CC)C(=O)Nc1cc(C(=O)OC)ccc1C(=O)OC
  -1%, -0.1, -10%, 4, 3%, 7%, -3, 1.3, -7
- CN(C)C(CNC1CC(C)(C)NC(C)(C)C1)c1cccc(F)c1 (stereo not given)
  -12%, 0.3, -1%, -1, -6%, 4%, 2, 4.3, -2
- CCOC(=O)[C@@H]1[C@H]2COc3ccccc3[C@H]2N2C(=O)N(c3cccc(Cl)c3)C(=O)[C@@]12C
  27%, 0.5, 3%, 3, 9%, -1%, 3, 0.6, 22
- Cc1cccc(OCC(=O)Nc2ccc3c4c(cccc24)CC3)c1C
  15%, -0.3, -20%, -3, 3%, 1%, -1, 0.3, 23
- COc1ccc(Nc2nc(-c3c[nH]c4ccccc34)cs2)cc1
  2%, 1.2, -6%, 0, -2%, 8%[11.4 µM], -4, 0.8, 7
- CCCN(CCC)CCCNC(=O)c1cn(C)c2ccc(S(=O)(=O)N3CCOCC3)cc2c1=O
  -4%, 0.4, -17%, x, -11%, 2%, 2, -0.4, 3
- CCOCCCNC(=S)NC1CC2CCC(C1)N2Cc1ccccc1 (stereo not given)
  17%[57.1 µM], 0.4, u, 21, 5%, 8%, -2, 0.3, 6
- CCCNC(=O)c1cc(Cl)c(NC(=O)C2=CSCCO2)cc1OC
  -5%, -0.8, -24%, x, 12%, -4%, -2, x, 0
- CSc1ncccc1C(=O)OCC(=O)NC1CCS(=O)(=O)C1 (stereo not given)
  -9%, 0.2, -5%, 10, 0%, -12%, -1, 0.3, -3
- Cc1ccc(S(=O)(=O)N(CC(=O)N2CCc3ccccc3C2)c2ccc(C)c(C)c2)cc1
  14%, 1.0, -8%, x, 6%, -3%, 2, -0.2, -6
- CN(CC(=O)Nc1ccccc1Cl)C(=O)COC(=O)c1ccccc1[N+](=O)[O-]
  10%, -0.1, -14%, 16, 10%, 1%[57.1 µM], -3, -0.5, 2
- Cc1ccc(C23CCC(=O)N2C(C(=O)O)CS3)c(C)c1 (stereo not given)
  -5%, 1.1, -17%, 9, 2%, -3%, 7, 1.1, 3
- Cc1ccc(S(=O)(=O)N(C)CCCC(=O)NC(C)(C)CO)cc1
  8%, -0.7, -6%, x, 4%, -1%, -8, x, 15
- O=C(O)CN1C(=O)S/C(=C\c2ccc3c(c2)OCO3)C1=O
  13%[11.4 µM], x, u, x, 2%, -13%, -9, x, x

Part of the list above, reformatted.
canonical_smiles,TrxR1 inh,TRHR ag,USP1-UAF1 inh,D2 antagonist,mIDH1 inhibitor,TrxR1 substrate,PI4K2A block,D2 ag,TRHR PAM
CCC(CC)C(=O)Nc1cc(C(=O)OC)ccc1C(=O)OC,-1%,-0.1,-10%,4,3%,7%,-3,1.3,-7
O=C(O)CN1C(=O)S/C(=C\c2ccc3c(c2)OCO3)C1=O,13%[11.4 µM],x,u,x,2%,-13%,-9,x,x
CN(C)C(CNC1CC(C)(C)NC(C)(C)C1)c1cccc(F)c1 (stereo not given),-12%,0.3,-1%,-1,-6%,4%,2,4.3,-2
CN(CC(=O)Nc1ccccc1Cl)C(=O)COC(=O)c1ccccc1[N+](=O)[O-],10%,-0.1,-14%,16,10%,1%[57.1 µM],-3,-0.5,2

(list continues)
Under each structure – TrxR1 inh, TRHR ag, USP1-UAF1 inh, D2 antagonist, mIDH1 inhibitor, TrxR1 substrate, PI4K2A block, D2 ag, TRHR PAM
- CCOc1ccc2oc(C(=O)OCC(=O)N3CCCC(C)C3)c(C)c2c1 (stereo not given)
  13%, -0.4, 4%, -14, 0%, 76%[activator], -5, -1.1, -2
- CCN(CCCNC(=O)Cn1ncc2c3ccccc3n(C)c2c1=O)Cc1ccccc1
  -11%, -0.5, -22%, x, 2%, 10%, 0, x, 2
- CC(C)(C)C(=O)Nc1ccc(S(=O)(=O)N2CCCC2)cc1
  9%[57.1 µM], 0.1, -9%, 0, 2%, 9%[57.1 µM], -4, 1.4, 2
- COc1cccc(C(C(=O)NC2CCCCC2)N(C(=O)CNC(=O)c2ccco2)c2cccnc2)c1 (stereo not given)
  25%[57.1 µM], 0.0, -13%, -11, -2%, 11%, -8, 0.8, -1
- O=C(NCc1ccncc1)c1ccc(N2CCCC2)c([N+](=O)[O-])c1
  21%[57.1 µM], -2.2, -13%, x, 6%, 1%[57.1 µM], 1, x, 4
- COc1ccc(CNc2oc(COc3ccccc3Cl)nc2C#N)cc1
  -22%, -0.2, -23%, 2, 2%, -5%, 4, -0.1, -2
- O=[N+]([O-])c1cc(F)cc(F)c1Nc1ccc(F)cc1
  3%[2.29 µM], x, -6%, x, 6%, 5%[57.1 µM], -2, x, x
- CCc1ccc2[nH]c(=O)c(CN(CCCN3CCOCC3)C(=O)Nc3cccc(Cl)c3)cc2c1
  u, 0.2, -11%, -15, 2%, -8%, 6, 0.5, 3
- Cc1[nH]n(-c2ccccc2)c(=O)c1-c1cccc(Cl)c1
  16%, -0.6, -13%, -1, 2%, 3%, 1, -0.2, -1
- C#CCOCCOCCOCCNc1nc(N2CCN(C(=O)[C@H](CC(N)=O)n3cc([C@@H](N)CC(N)=O)nn3)CC2)nc(N2CCN(C(=O)[C@H](CC(N)=O)n3cc([C@@H](N)CC(N)=O)nn3)CC2)n1
  u, x, -12%, x, 0%, 9%[57.1 µM], -3, x, x
- O=C(CN1CCCCC1)NNc1nc(-c2ccccc2)c2cc(Br)ccc2n1
  -9%, -0.5, -7%, x, -4%, -13%, -25, x, -8
- O=C(CN(Cc1ccccc1)C(=O)CCC(=O)Nc1nccs1)NCc1ccccc1
  23%[57.1 µM], 0.3, -12%, -15, 10%, 6%[57.1 µM], 1, 0.0, 17
- O=C(NCC(=O)N(Cc1ccco1)C(C(=O)NC1CCCC1)c1cccnc1)c1cccs1 (stereo not given)
  -3%, 0.2, -6%, -11, 1%, -2%, 0, 0.1, 4
- CN(C)CCN(Cc1cc2cc3c(cc2[nH]c1=O)OCO3)C(=S)NCC1CCCO1 (stereo not given)
  23%[57.1 µM], -0.1, -9%, 19, 6%, 69%, -5, 0.9, -7
- CCOc1ccccc1N(C)C(=O)c1cc2c(=O)n(CC)c3ccccc3c2s1
  -2%, -0.2, -7%, 9, u, -15%, -5, 0.3, -10
- O=C1CC(SCc2nc3ccccc3[nH]2)C(=O)N1c1cccc(Cl)c1 (stereo not given)
  5%, 0.6, -28%, 13, 1%, 4%, 1, -0.8, -2
- O=C1C2C(C(=O)N1CCN1CCN(Cc3ccc([N+](=O)[O-])cc3)CC1)[C@H]1C=C[C@@H]2C1 (stereo not given in full)
  -12%[57.1 µM], -1.6, 10%, -10, 5%, 5%[57.1 µM], 3, -3.9, 4
- COc1ccc(Cl)cc1NC(=O)CN(C)C(=O)c1cccc2cccnc12
  18%, x, -13%, x, -15%, 0%, 1, x, x
- CC(C)n1cnc(S(=O)(=O)N2CCCC(C(=O)NCc3ccccc3Cl)C2)c1 (stereo not given)
  -6%[57.1 µM], -0.8, -12%, x, 9%, -7%[57.1 µM], -2, 0.9, -9
- Cc1cc(Nc2cccc(Br)c2)c2ccccc2n1
  6%[57.1 µM], x, -9%, x, 2%, 6%[57.1 µM], -2, x, x

Source: PubChem

Hits appear at their usual frequency; overall some 3.9% were active at least once.
